Pin1 inhibitor = inhibitors of human Pin1. AID 504891. Potency, µM (top dose mostly 115 µM), for the others: at the highest dose activity, negative = inhibition, most hits filed as inhibitors. Pin1 FP peptide displacement, HiFluor488, 10 min. actives 0.009% (n = 390,000). Q13526; active = well fitted inhibition curve with a large enough effect in the polarisation, with a control signal flat, not every such curve was filed as active; inconclusive = small, poorly fitted or top-dose-only effect, or effect the other way, or a change in a side signal; inactive = no such curve, though single readings can be large or run the other way; the % refers to the polarisation; also: potency is read from the fitted curve at half-maximal effect; % is scaled to controls: 0 for no effect and ±100 for the full control effect
Target sequence (Q13526 whole entry, looked up): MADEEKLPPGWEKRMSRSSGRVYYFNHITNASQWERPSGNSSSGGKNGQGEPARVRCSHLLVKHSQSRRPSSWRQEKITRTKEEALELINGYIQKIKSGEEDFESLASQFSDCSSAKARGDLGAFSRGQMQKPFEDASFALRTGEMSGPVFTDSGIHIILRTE
BAZ2B block = inhibitors of human BAZ2B bromodomain. actives 4.4% (n = 360,000). Q9UIF8. AlphaScreen BAZ2B-H3K14Ac peptide displacement. Potency, µM (titrated, usually from 114 µM), without a hit: at the top dose activity change, negative = inhibition, hits mostly inhibitors; also: potency is read from the fitted curve at half-maximal effect; % is scaled to controls: 0 for no effect and ±100 for the full control effect; nearly all actives have a fitted effect of over 60% in size
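Complex of BAZ2B and biotin-H3K14Ac (50 nM apiece) forms over 30 min at RT, then faces library compounds up to 110 uM for another 30 min; AlphaScreen beads added, 20 min dark incubation, luminescence read.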
Tb PGK inh = inhibitors of T. brucei phosphoglycerate kinase; Potency, µM (highest dose often 57.5 µM), without a hit: at the top dose activity change, negative = inhibition, actives largely listed as inhibitors; P07378; PGK/GAPDH coupled, Kinase-Glo luminescence, 60 min; actives 0.043% (n = 380,000); also: potency is read from the fitted curve at half-maximal effect; % is scaled to controls: 0 for no effect and ±100 for the full control effect; nearly all actives have a fitted effect of over 60% in size
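Luminescent ATP detection (Kinase-Glo Plus) follows a 60-minute room-temperature incubation, with wells lacking PGK as controls. Buffer: 100 mM TEA (pH 7.6), 5 mM MgCl2, 0.01% Tween-20. Coupling enzyme GAPDH (100 nM final) supplies unstable 1,3-BPG in-well.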
PI4K2A inh = PI4K2A (human) kinase inhibition | Q9BTU6 | purified PI4K2A, ADP-Glo luminescence, 1 h; stronger effect = lower value | activity change, negative = inhibition, % at 76.9 µM | actives 0.13% (n = 420,000) | AID 1346378; in the data active = activity change below about -50%; inconclusive = mostly about -30% to -49%;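 also: -100% = wells without enzyme as full effect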
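PI4K2A activity was measured by ADP-Glo luminescence: enzyme (4 ug/mL stock) and phosphatidylinositol (1.2 mM stock) in Tris pH 7.5/MgCl2/EGTA/Triton X-100 buffer were reacted with ATP (300 microM stock) for one hour at ambient temperature.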
HP1b binding inh = HP1-beta chromodomain-methylated histone interaction inhibition | AlphaScreen HP1-beta / biotin-H3K9me3 peptide binding | Potency, µM (titrated, usually from 114 µM), without a hit: at the top dose activity change, negative = inhibition, most hits filed as inhibitors | actives 0.56% (n = 390,000) | AID 540317; also: potency is read from the fitted curve at half-maximal effect; nearly all actives have a fitted effect of over 70% in size; inactives centre near 23
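Compound inhibition of the preformed complex between 50 nM HP1-beta and 50 nM biotinylated H3K9me3 peptide was read by AlphaScreen. Buffer was PBS pH 7.4 with 0.01% Tween-20. Incubations ran 30 min at room temperature, with 10 ug/mL donor/acceptor beads.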
GLS inhibitor = glutaminase GLS (human) inhibition | O94925 | GLS enzymatic activity, qHTS titration | Potency, µM (series often up to 45.5 µM), for the others: top-dose activity change, negative = inhibition, usual class: inhibitors | actives 0.21% (n = 410,000) | AID 624170; also: potency is read from the fitted curve at half-maximal effect; % is scaled to controls: 0 for no effect and ±100 for the full control effect
Target sequence (O94925 whole entry, looked up): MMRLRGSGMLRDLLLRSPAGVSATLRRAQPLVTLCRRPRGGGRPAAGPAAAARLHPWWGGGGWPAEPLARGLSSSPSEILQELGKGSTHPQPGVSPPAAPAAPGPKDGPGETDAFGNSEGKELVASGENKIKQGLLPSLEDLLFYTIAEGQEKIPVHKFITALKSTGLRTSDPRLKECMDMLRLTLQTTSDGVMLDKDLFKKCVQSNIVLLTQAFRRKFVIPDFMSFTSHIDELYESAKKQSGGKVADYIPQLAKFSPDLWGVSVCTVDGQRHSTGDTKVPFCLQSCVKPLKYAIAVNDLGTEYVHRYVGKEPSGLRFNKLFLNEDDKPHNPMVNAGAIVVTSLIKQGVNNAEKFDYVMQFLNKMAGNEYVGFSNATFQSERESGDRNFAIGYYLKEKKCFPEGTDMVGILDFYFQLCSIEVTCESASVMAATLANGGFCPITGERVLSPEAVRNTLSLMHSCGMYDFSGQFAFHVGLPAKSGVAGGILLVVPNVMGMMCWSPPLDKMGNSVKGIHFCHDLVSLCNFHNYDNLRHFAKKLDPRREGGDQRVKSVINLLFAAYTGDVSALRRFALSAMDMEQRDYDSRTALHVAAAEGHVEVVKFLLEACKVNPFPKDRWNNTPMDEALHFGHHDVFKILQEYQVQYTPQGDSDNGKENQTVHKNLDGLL
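hKGA in 45 mM KH2PO4 pH 8.2, 0.02% Tween-20 with pin-transferred compounds; 1 mM L-glutamine (stock) plus glutamate oxidase/HRP/Amplex Red coupling added. Fluorescence read initially and after 30 min at RT.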
ERG Ets-DNA blk = ERG Ets/DNA interaction inhibition; actives 0.028% (n = 370,000); Potency, µM (highest dose often 76.9 µM), without a hit: at the highest dose FP activity, negative = inhibition, actives largely listed as inhibitors; fluorescence polarization, His-ERG Ets domain / labelled DNA; AID 624246; active = well fitted inhibition curve with a large enough effect in the polarisation, with a control signal flat; inconclusive = small, poorly fitted or top-dose-only effect, or effect the other way, or a change in a side signal; inactive = no such curve, though single readings can be large or run the other way; the % refers to the polarisation;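 also: polarization taken with two DNA probes labelled with fluorescein and Texas red; potency is read from the fitted curve at half-maximal effect; % of control where 0% means no effect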
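His-tagged ERG Ets domain (1 uM in the protein solution; 300mM KCl, 50mM Tris-HCl, 1mM EDTA, 1mM DTT, pH 7.5) received compound, then a probe mix of 5 nM fluorescein-DNA and 100nM Texas-615-DNA. Fluorescence polarization was read for both dyes.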
JMJD2A Tudor = blocks the human JMJD2A Tudor domain; AID 504339; AlphaScreen JMJD2A-Tudor / H3K4me3 peptide binding; Potency, µM (doses to about 114 µM), inactives show at the highest dose activity change, negative = inhibition, actives largely listed as inhibitors; actives 4.4% (n = 390,000); O75164; also: potency is read from the fitted curve at half-maximal effect; % is scaled to controls: 0 for no effect and ±100 for the full control effect; nearly all actives have a fitted effect of over 50% in size
G9a block = inhibitors of human histone lysine methyltransferase G9a; AID 504332; actives 8.8% (n = 350,000); Potency, µM (series often up to 102 µM), for the others: at the highest dose activity, negative = inhibition, hits mostly inhibitors; G9a H3K9 monomethylation, AlphaScreen, 2 h; also: potency is read from the fitted curve at half-maximal effect; % is scaled to controls: 0 for no effect and ±100 for the full control effect; nearly all actives have a fitted effect of over 75% in size
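AlphaScreen detection with an anti-monomethyl H3K9 antibody quantified product after a 2 h room-temperature reaction containing 500 nM biotinylated H3K9 peptide, 20 µM SAM and 20 nM enzyme, which had been preincubated 15 min with compound.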
* hit, by the source's call; i = inactive; ? = inconclusive; · = no result given; & = joins results of further samples; [ ] = another dose, or the depositor's remark. Unless noted, calls follow the shape of the dose curve; as a rule, active = well fitted curve in the direction sought with a large enough effect; inconclusive = small, poorly fitted or top-dose-only effect, or another doubt; inactive = no such curve, though single readings can be large; an effect the other way counts as inactive or inconclusive.

| Molecule | HP1b binding inh | ERG Ets-DNA blk | GLS inhibitor | Pin1 inhibitor | G9a block | Tb PGK inh | BAZ2B block | PI4K2A inh | JMJD2A Tudor |
| --- | --- | --- | --- | --- | --- | --- | --- | --- | --- |
| CN(C)CCCOc1nn(Cc2ccccc2)c2ccccc12 | 51%[activator] | -7% | 0% | -1% | -11%[12.7 µM] | -3% | -30% | 4&-3 | -13% |
| CCC(C)NS(=O)(=O)c1ccc(OCC(=O)N2CCN(CC)CC2)cc1 (stereo not drawn) | 7% | 1% | 6% | -2% | -35%[59 µM] | -7% | 2% | -9 | -10% |
| COC(=O)C1=C(c2c(C)noc2C)C[C@@H]2CC[C@H]1N2C(=O)NCc1ccc2c(c1)OCO2 | 58%[activator] | -13% | -7% | 1% | -4%[0.501 µM] | -5% | -1% | 2 | -1% |
| Nc1ccc(Cl)cc1C(=O)c1ccccc1Cl | 50%[activator] | 6% | -18% | 3% | 23%[59 µM] | i | -2% | -5 | -11% |
| CN1CCN(c2nc3c(c(=O)[nH]2)CCC3)CC1 | 33% | 9% | -6% | -5% | · | -8% | -4% | 5 | 2% |
| CSc1ccc(CN2CCN(C(=O)COc3cccc(C)c3)CC2)cc1 | 40µM* | 4%&5% | 0%&7% | -2%&-11% | 10µM* | 0%&4% | 50µM* | 5&3 | 8.9µM* |
| C/C(=N\OC(=O)NC(C)C)c1sc(-c2ccc(Cl)cc2)nc1C | 51%[activator] | -20% | -1% | -5% | 74%[activator] | -2% | 7% | 6 | 31% |
| O=C1NC(=O)C2(Cc3c(nc4ccccn4c3=O)N3CCCCCC32)C(=O)N1Cc1ccccc1 (stereo not drawn) | 21% | 8% | 14% | 9% | -9% | -5% | 7% | -3 | -31% |
| c1cc(C2N3CCCN2CC3)ccn1 (stereo not drawn) | 21% | 8% | -3% | 7% | 6%[12.7 µM] | -1% | 2% | -1 | -9% |
| CCNCC(O)c1cccc(O)c1 (stereo not drawn) | 24% | -6% | -2% | 1% | · | 1% | 8% | -4 | -2% |
| Cc1cccc(OCC(=O)N2CCN(Cc3cc(=O)n4nc(-c5ccccc5Cl)sc4n3)CC2)c1 | 33%[57 µM] | 2% | 4% | -5% | -2%[59 µM] | -9% | 3% | -8 | 1% |
| O[C@H]1C2CCC1C(N1CCCCC1)CC2 (stereo partly drawn) | 14% | 2% | 8% | 0% | ? | -5% | 8% | -5 | -10% |
| COC(=O)C1=C(c2cc3ccccc3o2)C[C@@H]2CC[C@H]1N2C(=O)NCc1ccc(C(F)(F)F)cc1 | 26% | -10% | 0% | ? | · | 3% | · | -1 | -12% |
| C[C@]12CCC3C(CC[C@@H]4C[C@@H](O)CC[C@]34C)C1CC[C@@H]2O (stereo partly drawn) | 33% | 5% | -4% | 5% | · | -1% | · | -1 | 0% |
| Cc1ccc2c(c1)C1CN(C)CCC1N2C(=O)Nc1ccc(Cl)cc1 (stereo not drawn) | 45%[activator] | · | 16% | 1% | -3% | · | 6% | -1 | -13% |
| Cc1nn(-c2ccccc2)c2c1P(=O)(O)/C(=C1\N(C)c3ccccc3C1(C)C)C=N2 | 37% | · | -2% | 15% | ? | i | -8% | -1 | -17% |
| COc1cc(NC(=O)CCn2c(=O)oc3ccccc32)cc(OC)c1OC | 1%&51% | -8%&0% | 1%&1% | -9%&-4% | 0% | 3%&-10% | 12%&3% | -4&2 | 4%&0% |
| Cc1cc(C)n2nc(SC(C)C(=O)N3CCC4(CC3)OCCO4)nc2n1 (stereo not drawn) | 20% | 4% | 0% | -2% | 1%[59 µM] | ? | -1% | 0 | -22% |
| COc1ccc(CN2C(=O)NC(=O)/C(=C/c3ccoc3)C2=O)cc1 | 22µM* | 60%[activator] | -22% | ? | 18µM* | ? | 50µM* | -17 | 56µM* |
| Cc1ccc(-c2cc(-c3ccc(C)cc3)[n+](-c3ccccc3)c(-c3ccc(C)cc3)c2)cc1 | -3% | -7% | 5% | -7% | -7%[2.33 µM] | -1% | 2% | -4 | ? |
| CCOC(=O)[C@]12Cc3cc(N(C)C)ccc3[C@H]1N(Cc1ccccc1)C(=O)c1ccccc12 | -16% | -13% | 25% | -1% | · | 0% | · | 1 | 16µM* |
| C[C@@H]1O[C@@H](O[C@H]2C[C@@H](O)[C@]3(CO)[C@H]4[C@H](O)C[C@]5(C)[C@@H](C6COC(=O)C6)CC[C@]5(O)[C@@H]4CC[C@]3(O)C2)[C@H](O)[C@H](O)[C@H]1O (stereo partly drawn) | 40%[activator] | ? | -4% | -2% | ? | -9% | 5% | 2 | -10% |
| CC1CC(C)CN(C(=O)COC(=O)c2cn(C)c3ccccc23)C1 (stereo not drawn) | 29% | 5% | 0% | -1% | 15%[59 µM] | -1% | 12% | -1 | -16% |
| C=CCC1([C@@H](C)CCC)C(=O)NC(=O)NC1=O | 32% | -7% | 2% | 0% | · | -1% | · | 3 | -14% |
| Cc1cc(C)nc(NC2=NCCS2)n1 | 55%[activator] | -2% | -2% | -6% | 13%[0.0925 µM] | -1% | ? | -13 | 6% |
| CC(NCc1ccccc1C(F)(F)F)C(O)c1ccccc1 (stereo not drawn) | 50%[activator] | -8% | -11% | 2% | · | i | -4% | 2 | 1% |
| CC1(C)C2([N+](=O)[O-])CN3CC1([N+](=O)[O-])CN(C2)C3c1cccnc1 (stereo not drawn) | 29% | -2% | 3% | -4% | · | -6% | -10% | -4 | 10% |
| Cc1cc(C(=O)CS(=O)(=O)c2ccc(F)cc2)cc(C)c1OC(=O)N(C)C | 26% | -12% | -4% | -1% | -21% | 3% | -20% | -6 | -5%[57.1 µM] |
| CC(=O)N1CCN(c2ccc(N=Cc3c(O)n(-c4ccc(Cl)cc4)c(=O)[nH]c3=O)cc2)CC1 | 17% | 5% | 38%[activator] | 31%[activator] | ? | -10% | -36% | -4 | -27% |
| CCc1ccc(CNCCc2ccc(F)cc2)cc1 | 27% | 1% | 1% | 0% | -2%[59 µM] | 1% | 27% | 5 | 2% |
| O=c1[nH]c(=O)n(CCc2ccccc2)c(O)c1/C=N/N1CCOCC1 | 30%[activator] | -17% | 13% | 2% | 5% | -1% | 1% | -3 | -8% |
| COc1cc(-n2c(=S)[nH]c3ccc(C)cc3c2=O)c(Cl)cc1Cl | 21% | 1% | 6% | 5% | 20%[12.7 µM] | -16% | -13% | -5 | ? |
| COc1ccc(NC(=O)Cn2c(=O)c3cccn3c3ccccc32)cc1Cl | 42%[activator] | -3% | 2% | 10% | 2%[59 µM] | -5% | 1% | -1 | 6% |
| COC(=O)C1=C(c2ccc(F)cc2OCc2ccccc2)C[C@@H]2CC[C@H]1N2C(=O)N1CCCC1 | 27% | 5% | 2% | 1% | -5%[2.33 µM] | -7% | -27% | 0 | -29% |
| COc1cccc(C(=O)C2CCCN(Cc3ccc4nonc4c3)C2)c1 (stereo not drawn) | 41%[activator][57 µM] | 6% | 0% | 0% | 5% | -6% | -21% | 4 | 32% |
| CCCNC(=O)N1[C@H]2CC[C@@H]1C(C(=O)OC)=C(c1ccccc1)C2 | 25% | 5% | 2% | -11% | · | -1% | · | -3 | -6% |

A portion of the library; count on the stated rates, not on these rows.
